# From PubChem
# UDG counter – blocks uracil-DNA glycosylase in AID counter-screen; AID 1347430; FRET deamination/UDG coupled assay, UDG read, 4 h; hit rate 0.14% among 91,000; Potency, µM (doses to about 115 µM), inactives show at the top dose activity change, negative = inhibition, usual class: inhibitors; further: nearly all actives have a fitted effect of over 65% in size
# AID inh – inhibitors of human activation induced cytidine deaminase. Q9GZX7. AID deamination FRET fluorescence, UDG-coupled, 4 h. hit rate 0.32% among 91,000. Potency, µM (highest dose often 115 µM), inactives show at the highest dose activity change, negative = inhibition, most hits filed as inhibitors. AID 1347428; further: nearly all actives have a fitted effect of over 25% in size
# Target sequence (Q9GZX7 whole entry, looked up): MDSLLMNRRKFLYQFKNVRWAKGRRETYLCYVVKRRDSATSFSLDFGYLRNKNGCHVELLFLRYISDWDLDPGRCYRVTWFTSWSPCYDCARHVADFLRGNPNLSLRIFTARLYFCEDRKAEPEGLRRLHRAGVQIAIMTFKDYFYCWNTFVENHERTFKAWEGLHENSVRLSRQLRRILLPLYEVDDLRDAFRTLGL
# Active calls of the source: *; ? = inconclusive; [ ] = another dose, or the depositor's remark. The call rests on the fitted dose curve; in most records, active means well fitted curve in the direction sought with a large enough effect; inconclusive means small, poorly fitted or top-dose-only effect, or another doubt; inactive means no such curve, though single readings can be large; an effect the other way counts as inactive or inconclusive. On the % scale 0 is the no-effect control and ±100 the full control effect; potency means the concentration at half of the fitted maximal effect. An excerpt; rates above refer to the full screens.
# Start of the listing, in advance (13 entries):
SMILES,UDG counter,AID inh
COc1ccc(OCC2c3cc(OC)c(OC)cc3CCN2C(=O)c2c(F)cccc2F)cc1 (stereo not drawn),-14%,?
CCC(NC(=O)c1cccc(COC)c1)c1ccccc1OC(F)F (stereo not drawn),1%,0%
Cc1cc(C)c(NC(=O)CN(C)S(=O)(=O)c2ccc3c(c2)CCC(=O)N3)c(C)c1,-7%[57.5 µM],16%[57.5 µM]
CC(C)CC(=O)NCCc1ccsc1,-7%,-3%
Cc1cccc(C)c1OCC(=O)NCCc1nnc2ccccn12,0%,-3%
CC(C)=CCC/C(C)=N/n1cnnc1,5%,4%
COc1ccc(S(=O)(=O)NCCc2sc(-c3cccnc3)nc2C)cc1,-2%,153%[activator]
CC(=O)c1cc(C(C)(C)C)c(O)c(C(C)(C)C)c1,-2%,2%
CCOC(=O)c1cc2c(=O)n3ccccc3nc2n(C)c1=NC(=O)c1c(-c2c(F)cccc2Cl)noc1C,-13%,42%[activator]
O=C(CS(=O)(=O)c1ccccc1)c1ccc(Br)cc1,-10%,-8%
O=C(CN1C(=O)CCn2nc(-c3ccccc3)cc21)NCc1ccc(Cl)cc1,-10%,-7%
CCS(=O)(=O)N1CC(=O)N(c2ccccc2C)C(C)(C(=O)NC2CCCCC2)C1 (stereo not drawn),12%,2%
O=C(Nc1ccc(F)cc1)C1Sc2nnc(-c3ccccc3)n2NC12CCCCC2 (stereo not drawn),-1%,-19%

# All compounds of this part, previewed entries included:
SMILES,UDG counter,AID inh
COc1ccc(OCC2c3cc(OC)c(OC)cc3CCN2C(=O)c2c(F)cccc2F)cc1 (stereo not drawn),-14%,?
CCC(NC(=O)c1cccc(COC)c1)c1ccccc1OC(F)F (stereo not drawn),1%,0%
Cc1cc(C)c(NC(=O)CN(C)S(=O)(=O)c2ccc3c(c2)CCC(=O)N3)c(C)c1,-7%[57.5 µM],16%[57.5 µM]
CC(C)CC(=O)NCCc1ccsc1,-7%,-3%
Cc1cccc(C)c1OCC(=O)NCCc1nnc2ccccn12,0%,-3%
CC(C)=CCC/C(C)=N/n1cnnc1,5%,4%
COc1ccc(S(=O)(=O)NCCc2sc(-c3cccnc3)nc2C)cc1,-2%,153%[activator]
CC(=O)c1cc(C(C)(C)C)c(O)c(C(C)(C)C)c1,-2%,2%
CCOC(=O)c1cc2c(=O)n3ccccc3nc2n(C)c1=NC(=O)c1c(-c2c(F)cccc2Cl)noc1C,-13%,42%[activator]
O=C(CS(=O)(=O)c1ccccc1)c1ccc(Br)cc1,-10%,-8%
O=C(CN1C(=O)CCn2nc(-c3ccccc3)cc21)NCc1ccc(Cl)cc1,-10%,-7%
CCS(=O)(=O)N1CC(=O)N(c2ccccc2C)C(C)(C(=O)NC2CCCCC2)C1 (stereo not drawn),12%,2%
O=C(Nc1ccc(F)cc1)C1Sc2nnc(-c3ccccc3)n2NC12CCCCC2 (stereo not drawn),-1%,-19%
Cc1ccc(NC(=O)CN2C(=O)CC(c3ccco3)Sc3ccccc32)cc1Cl (stereo not drawn),20%,34%[activator]
O=C(Cn1c(=O)oc2cc(S(=O)(=O)NCc3ccccc3)ccc21)Nc1cccc(F)c1,?,-1%
Cc1c(Cl)cccc1NC(=O)Cn1cc(C(=O)c2cccs2)c2ccccc21,-5%,6%
CNS(=O)(=O)c1cc(C(=O)NCC2(c3ccccc3)CC2)cc(C)c1C,9%,0%
CCn1ccnc1CC1COc2ccccc2O1 (stereo not drawn),9%,3%
COc1ccc(S(=O)(=O)N(CC(=O)Nc2ccc(F)c(Cl)c2)c2ccc(C)cc2)cc1OC,-3%,-5%
CCc1nnc(SCc2cc(C)ccc2C)c2cc3sc(C)cc3n12,-21%,?
O=C(c1ccccc1)c1c(-c2ccccc2)cc2ccccn12,-13%,-27%
O=C(CN1C(=O)CCc2cc(S(=O)(=O)N3CCOCC3)ccc21)NCc1ccc(F)cc1,11%,18%
CCC(Sc1ncc(S(=O)(=O)c2ccc(Cl)cc2)c(=O)[nH]1)C(=O)Nc1ccc(OC)cc1 (stereo not drawn),-3%,-8%
CN(C)c1ncccc1CNC(=O)C1CCCN(S(C)(=O)=O)C1 (stereo not drawn),-12%,1%
COc1ccc(C(=O)c2sc(Nc3ccc(F)cc3)nc2N)cc1,-1%,-6%
CC(=O)[C@]1(O)Cc2c(O)c3c(c(O)c2[C@@H](O[C@H]2C[C@H](N)[C@H](O)[C@H](C)O2)C1)C(=O)c1ccccc1C3=O,62%[activator],11µM*
CN1CCN(CCCN2C(=O)c3ccccc3C2C(=O)NC2CCCCC2)CC1 (stereo not drawn),3%,9%
CCOCCC(=O)NCc1ccc(OC)cc1,-1%,12%
O=C(CCC(=O)c1ccc(Cl)cc1)OCC(=O)c1ccccc1Br,6%,9%
CCN(CC)C(=S)SC(C)C(=O)Nc1cccc(C#N)c1 (stereo not drawn),-7%,-6%
Cn1nc(C(=O)OCc2nc(-c3ccc4c(c3)OCO4)no2)c2ccccc21,2%,5%
Cc1cc(C)c(S(=O)(=O)Nc2ccc3oc4c(c3c2)C(=O)CC(C)(C)C4)cc1C,-12%[57.5 µM],-12%[57.5 µM]
CC1CCC(NC(=O)C2CC(=O)Nc3cc(F)ccc32)CC1 (stereo not drawn),-1%,6%
Cc1cccc(C)c1Nc1nn2c(=O)c3cc4c(cc3nc2s1)OCO4,-17%,42%[activator]
COc1ccccc1CN(Cc1ccco1)c1cnc(S(C)(=O)=O)nc1C(=O)Nc1cc(C)ccc1C,-6%,-23%
CC(C)NS(=O)(=O)c1ccc(Cl)c(C(=O)NCc2ccc(-c3nc4ccccc4s3)o2)c1,4%,29%
CCC(=O)N1CCc2cc(Br)cc(S(=O)(=O)CCC(=O)N3CCN(c4cccc(C)c4)C(C)C3)c21 (stereo not drawn),-14%,-5%
COc1ccc2c(C)cc(SCC(=O)N(C)Cc3ccccc3)nc2c1,-7%,-24%
NC(=O)C(Sc1ccccc1)c1ccccc1 (stereo not drawn),1%,-2%
Cc1cccc(CSc2ncccc2C(=O)O)c1,-8%,9%
COc1ccc(C2CC(=O)N(Cc3ccc(F)cc3)c3ccccc3S2)cc1OC (stereo not drawn),-4%,-25%
Cc1ccc(CN(Cc2ccco2)C(=O)c2ccc(Cl)cc2Cl)cc1,-17%,?
COc1ccc2[nH]cc(CCNC(=O)Nc3ccccc3)c2c1,-2%[57.5 µM],7%
COc1cc(C2C3CCCCC3(O)CCN2Cc2ccc(Cl)cc2)ccc1O (stereo not drawn),10%,8%
CCCN(Cc1ccc(C)cc1)C(=O)CSc1nnc(COc2ccccc2Cl)n1C,-12%,-25%
CCN(CCCNC(=O)CN1N=C(c2ccccc2)CCC1=O)c1cccc(C)c1,-9%[57.5 µM],25%
COc1cc(-c2noc(-c3ccc(NC4CCCCC4)c([N+](=O)[O-])c3)n2)cc(OC)c1OC,-7%,-4%
COc1cccc(CNC(=O)c2oc3c(c2C)-c2nn(Cc4cccc(Cl)c4)cc2CC3)c1,-18%[57.5 µM],?
COc1ccc(OC)c(NC(=O)CC2SCCNC2=O)c1 (stereo not drawn),0%,-5%
Cc1ccc2c(=O)c(-c3nc(-c4cccc(F)c4)no3)cn(CC(=O)NCc3ccco3)c2n1,37%[activator],?
# (more compounds)
SMILES,UDG counter,AID inh
Cc1ccc(S(=O)(=O)Nc2ccc(Cl)c3cccnc23)cc1C(=O)O,6%,31%[activator]
Cc1ccc(NS(=O)(=O)c2ccc(N/N=C/c3ccc([N+](=O)[O-])o3)c([N+](=O)[O-])c2)c(C)c1,-10%,-8%
CC1CCN(Cc2c(O)ccc3c(=O)c(-c4cccc(Cl)c4)c(C(F)(F)F)oc23)CC1,0%,12%
CSc1nc2sc3c(c2c(=O)n1-c1ccc(C)cc1)CCCC3,5%,14%
COCCNc1nc(-c2ccccc2)c2cc(Br)ccc2n1,-9%,-17%
Cc1cccc(NC(c2cccc(Cl)c2)c2ccc3cccnc3c2O)n1 (stereo not drawn),-12%,?
COc1ccc(/C=C/C(=O)c2ccc(C(=O)O)s2)cc1OC,1%,1%
COc1ccc(Cl)cc1NC(=O)c1cc(=O)c2cc(C)cc(C)c2o1,1%[57.5 µM],-1%[57.5 µM]
COc1cccc2c1[C@@H]1CN(CCCCn3c(=O)[nH]c4c(sc5ncc(-c6ccccc6)nc54)c3=O)C[C@@H]1CO2,-6%,-21%
Cc1cccc(-n2ncc3c(NNC(=O)c4ccccc4Cl)ncnc32)c1,-15%,6%
C#CCN1CCC(C(=O)NCCN2CCCCCC2)CC1,1%,12%
O=Cc1cn[nH]c1-c1cccs1,7%,3%
COc1ccc(C2c3c(-c4ccccc4O)n[nH]c3C(=O)N2Cc2ccco2)cc1 (stereo not drawn),1%,10%
COc1ccc(NC(=O)CSc2nc(-c3ccco3)cc(C(F)(F)F)n2)cc1OC,3%,17%
CCc1ccc(N2CC(c3nc4ccccc4n3Cc3ccccc3C)CC2=O)cc1 (stereo not drawn),?,?
O=C(C1=C(c2ccccc2)SCCO1)N(Cc1cccs1)C1CCS(=O)(=O)C1 (stereo not drawn),5%,0%
CC1CCC/C(=C(\C#N)C(N)=S)C1 (stereo not drawn),4%,8%
CC[C@@H](C)[C@H](NC(=O)c1sc(-c2ccccc2F)nc1C)C(=O)O,-7%,2%
Cc1ccc(C(=O)NCC(c2cccnc2)N2CCc3ccccc3C2)cc1C (stereo not drawn),2%,?
Cc1ccc(C)c(N2CCN(C(=O)CCS(=O)(=O)c3ccc4c(c3)oc(=O)n4C)CC2)c1,-5%[57.5 µM],-3%[57.5 µM]
NC(=O)c1cccc(N)c1,2%,3%
O=C(NC(C1CC1)C1CC1)c1ccccc1F,7%,-4%
Nc1nccnc1C(=O)NCCc1cccc2cccnc12,4%,10%
Cc1ccc2nc(NC(=O)Cn3c(=O)oc4ccccc43)sc2c1,-13%,-15%
COC(=O)c1cc(NCc2ccc(-c3ccccc3)cc2)ccc1N1CCOCC1,0%,-1%
Cc1cc2oc(=O)cc(COC(=O)Cc3n[nH]c(=O)c4ccccc34)c2cc1C(C)C,-1%,-20%
Cc1nc2nc(SCC(=O)Nc3ccccc3Cl)nn2c(C)c1Cc1ccccc1,-3%,7%
Cc1ccc(NC(=O)c2cc3c(Cl)nc4ccc(C)cc4c3s2)c(Cl)c1,-3%,-4%
COc1ccc(NC(=O)CN2CCN(CC(=O)Nc3ccccc3F)CC2)cc1OC,-12%,13%
Cc1cccc(N2CCN(C(=O)CCNS(=O)(=O)c3ccc4c(c3)CCN4C(=O)C3CC3)CC2C)c1 (stereo not drawn),-9%,-23%
O=C(/C=C/c1cccc([N+](=O)[O-])c1)c1ccc(OC(F)F)cc1OC(F)F,-3%,-8%
O=C(CSc1ncccc1C(=O)Oc1ccccc1Cl)Nc1ccc(C(F)(F)F)cc1Cl,-7%,-5%
O=C(Nc1ccc2nc(SCCOc3ccccc3)sc2c1)c1cccs1,-12%,-5%
CC1=C(C(N)=O)C(c2ccc(C)cc2)n2nc(SCc3ccccc3)nc2N1 (stereo not drawn),0%,2%
Cc1ccc(C(=O)NCCc2cccnc2)cc1,10%,-3%
CC1CCN(S(=O)(=O)c2ccc3ncn(CC(=O)Nc4ccccc4C(F)(F)F)c(=O)c3c2)CC1,-1%,21%
Cc1ccc(CN2CCCn3nc(C(=O)NCC(C)c4ccccc4)cc3C2=O)cc1 (stereo not drawn),2%,?
COCCCNC(=O)Cn1nc(N2CCN(c3ccccc3)CC2)ccc1=O,-12%[57.5 µM],-26%
CC(C)NC(=O)CNC(=O)CCc1ncc(-c2ccc(Cl)cc2)o1,-1%,2%
COc1cc(Cl)c(C)cc1NC(=O)C(C)N1CCN(S(=O)(=O)c2ccccc2C#N)CC1 (stereo not drawn),7%,2%
Cc1ccc(-n2c(SCC(N)=O)nc3c(oc4ccccc43)c2=O)cc1C,4%,?
Cn1c(=O)[nH]c(=O)c2c1nc(Sc1nc3ccccc3[nH]1)n2CCCc1ccccc1,-4%,-10%
Cc1cc2oc(=O)cc(CN3CCCCCC3)c2cc1Cl,-5%,-23%
CCCN(C(=O)c1sc2nc3n(c(=O)c2c1C)CCCC3)c1ccccc1C,-4%,?
O=C(Cc1cccs1)Nc1c(NC2CCCC2)c2ccccc2oc1=O,-7%,-8%
CC(NC(=O)c1cccnc1N(C)C)c1ccc(F)cc1 (stereo not drawn),9%,0%
COc1cc(OC)cc(C(=O)Nc2ccc3nc(Nc4cccc(C(F)(F)F)c4)cc(C)c3c2)c1,-8%,?
COc1cc(OC)cc(C(=O)Nc2ccccc2-c2nc3ccccc3s2)c1,3%,3%
CCc1ccc2oc(C(=O)Nc3c(C)n(C)n(-c4ccccc4)c3=O)cc(=O)c2c1,8%,5%
Cc1ccc(-n2c(SCc3cccc(C#N)c3)nnc2N2CCCC2)cc1,-2%,-8%
# Other structures:
SMILES,UDG counter,AID inh
O=C(CNC(=O)c1ccccn1)Nc1cccc2c(=O)[nH][nH]c(=O)c12,5%,11%
Cn1cnc2c1c(=O)n(Cc1cccc(Br)c1)c(=O)n2C,0%,-13%
Cn1c2ccc(F)cc2c2nnc(SCCN3CCCCC3)nc21,-15%,?
CCn1c2ccccc2c2cc(CNCC3CCNCC3)ccc21,-4%,?
CCOC(=O)c1ccc(CN(Cc2ccccc2C)S(=O)(=O)c2ccc(F)c(C(=O)Nc3cccc(OC)c3)c2)cc1,-10%,-10%
CCOc1ccc(CCNC(=O)CSc2n[nH]c(-c3ccccc3)n2)cc1OCC,35%[activator],2%
Cc1cccc(/C=C/C(=O)NCCc2ccccn2)c1,6%,7%
O=C(CSc1cccs1)NCC1CC1,6%,0%
COc1ccc(Cl)cc1C(=O)OCc1cccc(COC(=O)c2cc(Cl)ccc2OC)c1,-5%,-6%
CCOc1cc(-c2ccc(C)cc2)nc2ccc(C(=O)NCCCN(CC)CC)cc12,-14%,-15%
CCc1nnc(NC(=O)CSc2nccn2Cc2ccc(F)cc2)s1,-4%,6%
